# Bioassay records deposited in PubChem BioAssay by Sanford-Burnham Center for Chemical Genomics.
# UBC13 inh: human UBC13 polyubiquitination inhibition; P61088; 330,000 tested, 0.47% active; UBC13 polyubiquitin chain formation, TR-FRET; inhibition, % at 20 µM; AID 485273; in the data active = inhibition above about 45%, passing the limit was not always enough
# Target sequence (P61088 whole entry, looked up): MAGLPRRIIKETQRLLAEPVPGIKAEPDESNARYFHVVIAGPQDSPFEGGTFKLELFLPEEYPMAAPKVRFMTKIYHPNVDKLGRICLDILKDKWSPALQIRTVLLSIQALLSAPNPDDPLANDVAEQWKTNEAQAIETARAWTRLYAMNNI
# Jurkat NFkB inh: inhibitors of the PMA/ionomycin-induced NF-kB reporter in Jurkat cells. PMA/ionomycin-induced NF-kB luciferase reporter, luminescence. inhibition, % at 4 µM. 330,000 tested, 0.53% active. AID 435003
# CCR6 antag: CCR6 (human) receptor antagonism | P51684 | CHO-K1 CCR6 PathHunter beta-arrestin, luminescence, CCL20-stimulated | inhibition, % at 20 µM | 340,000 tested, 0.49% active | AID 493098;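 active = compounds whose inhibition of the agonist-driven luminescence signal at 20 µM reaches about 50%, limit read from the data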;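 note: cells stimulated with CCL20 at 14 nM final; plate controls were DMSO with CCL20 for no effect and DMSO without agonist for full effect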
# Target sequence (P51684 whole entry, looked up): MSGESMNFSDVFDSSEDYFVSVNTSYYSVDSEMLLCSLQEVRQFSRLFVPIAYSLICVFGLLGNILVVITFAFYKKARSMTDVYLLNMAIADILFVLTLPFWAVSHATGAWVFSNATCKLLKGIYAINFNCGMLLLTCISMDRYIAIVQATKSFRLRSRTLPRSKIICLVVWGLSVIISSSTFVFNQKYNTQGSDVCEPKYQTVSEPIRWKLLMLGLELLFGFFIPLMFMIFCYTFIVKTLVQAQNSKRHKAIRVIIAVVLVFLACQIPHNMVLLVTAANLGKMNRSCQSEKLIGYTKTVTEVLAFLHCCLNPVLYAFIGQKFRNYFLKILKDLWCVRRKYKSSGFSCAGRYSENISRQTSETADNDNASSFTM
# EBI2 block: EBI2 (human) antagonism; inhibition, % at 5 µM; AID 651636; EBI2 beta-arrestin recruitment, luminescence, 7a,25-OHC stimulated; 360,000 tested, 0.81% active; in the data active = inhibition above about 38%;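 note: enzyme fragment complementation signal reports receptor beta-arrestin coupling in cells; 0% = agonist plus DMSO wells and 100% = wells without agonist; some results beyond the cut were filed as inactive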
# Gli-Sufu block: antagonists of Gli-Sufu signaling; Sufu-KO-LIGHT fibroblasts, Gli luciferase reporter luminescence; inhibition, % at 5 µM; 340,000 tested, 0.74% active; AID 588413;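 active = inhibition above about 55%, limit read from the data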;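 note: 0% = DMSO-treated cells and 100% = wells with medium but no cells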
# SENP8 inh: SENP8 protease inhibition | Q96LD8 | purified SENP8, Z-RLRGG-aminoluciferin cleavage, luminescence | AID 2540 | inhibition, % at 10 µM | 330,000 tested, 1.2% active
# Target sequence (Q96LD8 whole entry, looked up): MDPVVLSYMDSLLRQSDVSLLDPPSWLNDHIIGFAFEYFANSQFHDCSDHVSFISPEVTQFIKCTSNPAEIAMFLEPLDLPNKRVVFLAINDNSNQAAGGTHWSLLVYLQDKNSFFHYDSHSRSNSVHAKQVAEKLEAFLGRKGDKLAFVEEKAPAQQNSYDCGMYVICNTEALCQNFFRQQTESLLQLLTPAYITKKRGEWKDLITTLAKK
# Apaf-1 inh: blocks human Apaf-1 apoptosome activity; reconstituted apoptosome caspase-3 activity, DEVD-Rh110 fluorescence; AID 489030; inhibition, % at 20 µM; 330,000 tested, 0.71% active; active = inhibition of at least 40% at 20 µM;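 note: plate controls were DMSO wells for no effect and DEVD-CHO caspase inhibitor wells for full effect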
#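 System: Apoptosome proteins | Medium: Hepes pH 7.5 with detergent and BSA | Also added: Cytochrome c trigger plus (Z-DEVD)2-Rh110 caspase-3 substrate | Incubation: 30 min compound preincubation, 50 min activation, room temperature | Detection: Rhodamine 110 fluorescence at Ex 480/Em 540 nm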
# 697 NFkB inh: lowers PMA/ionomycin-induced NF-kB signal in 697 B cells | 697 B-cell NF-kB luciferase reporter, 16 h | inhibition, % at 4 µM | 330,000 tested, 0.33% active | AID 435022; in the data active = inhibition above about 35%
# * = called active by the depositor; · = not tested or not shown. Cut-off read from the data, not from the text of the source, unless noted: active = inhibition above about 50%; inactive = the rest. An excerpt, so the mix of outcomes need not match the whole.
SMILES,UBC13 inh,Jurkat NFkB inh,CCR6 antag,EBI2 block,Gli-Sufu block,SENP8 inh,Apaf-1 inh,697 NFkB inh
CCOC(=O)[C@@H]1[C@H]2COc3cc(OC)ccc3[C@H]2N2C(=O)N(c3ccc(OC)cc3)C(=O)[C@]12C,2,-7,-2,0,2,-8,11,3
Cc1cc(CSC(=N)N)c(CSC(=N)N)cc1C,3,-23,22,-1,-3,-7,9,9
COc1ccc(NC(=O)C2CC(=O)N(C)C(=Nc3ccc4c(c3)OCO4)S2)cc1 (stereo not drawn),-4,-8,9,-3,0,-17,4,-1
CNC(=O)/C(C#N)=c1\s/c(=C/C(=O)OC)c(=O)n1-c1ccccc1,-11,-4,1,-3,2,-2,11,-25
COc1cc(CNc2cccc(C(=O)O)c2)cc(Br)c1OCC(=O)NC(C)(C)C,-8,-4,-9,-5,-3,-1,8,-12
Cc1ccc(S(=O)(=O)Nc2ccc(NC(=O)c3cccnc3)cc2)cc1,0,-11,-1,1,-3,-2,-9,-1
COc1ccccc1OCCNC(=O)C1CC(=O)N(c2ccccc2OC)C1 (stereo not drawn),6,0,-1,-5,5,25,5,11
COc1cc(OC)c(NS(=O)(=O)c2cc(C(=O)OC(C)C(=O)NC3CC3)c(Cl)cc2Cl)cc1Cl (stereo not drawn),-6,-7,-4,5,8,3,0,4
COc1ccccc1C(=O)NNC(=O)C1CC=CCC1 (stereo not drawn),-5,-19,11,-4,-22,1,9,-21
O=C(Nc1nc2c(s1)CCCC2)c1nn(Cc2ccccc2)c(=O)c2ccccc12,-8,11,3,27,7,-12,13,-23
CCC1CCCCN1C(=O)CSc1nc(N)cc(=O)[nH]1 (stereo not drawn),6,6,0,-13,3,-2,-7,6
Nn1c(-c2cccc([N+](=O)[O-])c2)nc2ccccc2c1=O,2,-4,8,7,-9,0,-2,8
CC(=O)C1=C(C)NC(SCC(N)=O)=C(C#N)C1c1ccco1 (stereo not drawn),-6,-2,0,-3,-3,3,1,13
CCOc1ccc(NC(=O)CNC(=O)COc2ccccc2)cc1,-6,-12,-3,-3,-9,-14,1,-18
CCOC(=O)N1CCN(C(=O)C2CCC(=O)N(Cc3cccc(C(F)(F)F)c3)C2)CC1 (stereo not drawn),5,7,7,-7,-4,-7,0,8
CCNC(=O)N(C)C[C@H]1N[C@@](C)(C(=O)OC)[C@H]2C(=O)N(Cc3ccccc3)C(=O)[C@@H]12,3,-4,-7,-11,3,-8,-5,12
COc1cc(-c2n[nH]c(=S)n2-c2ccc(C)cc2)cc(OC)c1OC,3,1,8,4,12,-1,7,7
CC(C)n1c(/N=C/c2c[nH]c3ccccc23)nc2ccccc21,15,0,-12,8,-10,-10,13,7
CCCNC(=O)Cn1nc(C(F)(F)F)cc1C,8,0,7,-12,6,-4,-7,11
COc1ccc(C(=O)N2CCC(C(=O)Nc3ccc4c(c3)OCCO4)CC2)cc1,-12,10,-6,4,14,-10,1,-20
O=C(CCNS(=O)(=O)c1ccc2c(c1)CCC(=O)N2)NCc1cccnc1,-10,-18,5,-3,-5,0,15,2
Cc1ccc(OCC(=O)OCc2nc3scc(-c4ccccc4)c3c(=O)[nH]2)cc1C,-7,5,25,5,0,2,14,21
CSc1cccc(NC(N)=O)c1,-1,6,-9,-5,3,-9,-5,-10
COc1ccccc1NS(=O)(=O)c1cc(C(=O)N2CCN(C/C=C/c3ccccc3)CC2)ccc1C,16,7,5,1,36,-9,34,2
CCc1cc(C(=O)O)c(NC(=O)c2cc(OC)c(OC)c(OC)c2)s1,10,5,-11,1,7,-4,4,17
CC(C)COc1ccc(C(=O)Nc2ccc(NC(=O)c3ccco3)cc2)cc1,-1,-5,4,-9,-14,3,2,-19
Cc1ccc(O)c(-c2cc(-c3ccccc3[N+](=O)[O-])[nH]n2)c1,21,0,7,24,11,-14,14,-5
Cc1cc(CN2CCCCC2)oc1C(=O)O,7,0,5,4,-5,-1,-9,23
COCCn1c(=O)[nH]c2cc(C(=O)N3CCN(c4ccc(OC)cc4)CC3)ccc2c1=O,-8,-21,-4,-9,-7,-13,8,-14
O=C(CCS(=O)(=O)c1ccccc1)Nc1ccc(N2CCN(Cc3ccccc3)CC2)cc1,12,-36,7,-5,15,1,6,7
CCOc1ccc(S(=O)(=O)N2CCC(C(=O)NCc3ccccn3)CC2)cc1Cl,4,21,7,3,-19,-1,5,12
O=C(Cc1ccsc1)Nc1ccc(S(=O)(=O)C(F)F)cc1,19,-10,12,14,-18,-5,-18,9
COc1ccccc1C(=O)NC(=O)COC(=O)CN1C(=O)NC2(CCCCC2C)C1=O (stereo not drawn),2,4,-3,0,0,-2,-2,4
CCn1c2ccc(F)cc2c2nc3ccccc3nc21,34,0,11,9,5,-6,12,7
Cc1ccc(N2C(=O)CS(=O)C(c3ccccc3)C2=O)cc1C (stereo not drawn),-12,-20,26,12,-14,0,-1,7
COC(=O)CCCCC1SCC(NC(=O)c2ccccc2)C1=O (stereo not drawn),-13,-7,8,11,-13,-7,7,-7
CCOc1ccc2oc(C(=O)OCC(=O)N3C(C)CCCC3C)c(C)c2c1 (stereo not drawn),12,-13,15,11,-9,-1,18,-18
Cc1ccc(NC(=S)Nc2cccc3ccccc23)cc1,0,-110,4,19,-39,36,31,-124
COc1ccc(C(=O)N2CC(c3ccc(Cl)cc3)CC2=O)cc1 (stereo not drawn),-3,15,2,13,-4,8,-9,2
CC(=O)c1cccc(OC(=O)C2=CC=CN3CCS(=O)(=O)N=C23)c1,-2,-19,-1,-8,-4,-2,11,-19
CCOc1ccc(-c2nc(N)ncc2-c2ccccc2)c(O)c1,8,-3,3,39,-11,-3,29,-5
Cc1c2cnn(CC(=O)NCc3ccccn3)c(=O)c2c(C)n1Cc1ccc(Cl)cc1,0,-3,7,10,5,-3,1,-8
COC(=O)c1cc(S(=O)(=O)NCC2CCN(Cc3ccccc3F)CC2)c[nH]1,-2,-6,3,-2,10,2,-9,-60
COc1ccccc1NC(=O)c1ccc(-n2cccn2)nc1,3,-4,-11,7,0,5,-6,3
CC(=O)NS(=O)(=O)c1ccc(NC(=O)/C=C/c2ccccc2)cc1,4,7,1,-14,-3,-6,-1,15
O=C(CN1C(=O)c2ccccc2S1(=O)=O)NCCSC1CCCCC1,-2,14,-4,-3,23,1,13,3
CCC1CCCCN1C(=O)COC(=O)CSc1ccc(C(N)=O)cc1[N+](=O)[O-] (stereo not drawn),11,5,12,-3,5,2,-7,16
CC(Oc1ccc(F)cc1)C(=O)Nc1ccccc1C(=O)NC1CC1 (stereo not drawn),6,15,5,3,0,-7,5,-3
Cc1nnc(N2CCC(C(=O)NC3CCC(C)CC3)CC2)c2nn(-c3ccc(Cl)cc3)c(C)c12 (stereo not drawn),2,18,12,5,23,-3,33,-3
COc1ccc(CCNC2CCN(C)CC2)cc1OC,4,0,-7,-6,-2,2,-2,7
# The listing continues.
SMILES,UBC13 inh,Jurkat NFkB inh,CCR6 antag,EBI2 block,Gli-Sufu block,SENP8 inh,Apaf-1 inh,697 NFkB inh
CN(C)c1nc(SCC(=O)Nc2ccc(Cl)c(Cl)c2)nc(N2CCOCC2)n1,-2,14,9,4,0,-4,21,3
CSc1c(CC(=O)NCCCO)n(Cc2ccccc2)c2ccccc12,-1,-6,16,1,·,-17,-7,-7
CCN(c1ccc(NC(=O)CSc2ccc3c(c2)OCCO3)cc1)C(C)C,7,1,4,-1,-5,15,15,-4
COc1ccc(Br)cc1CNC(=O)C1CCN(c2nnc(N3CCCC3=O)s2)CC1,-2,-3,2,-5,-12,-3,9,0
COc1ccc(CC(NC(C)=O)C(=O)NC2CCN(S(=O)(=O)c3ccc(NC(C)=O)cc3)CC2)cc1 (stereo not drawn),2,-2,5,-3,-7,-6,2,10
Cc1ccc(-c2noc(CCC(=O)Nc3ccccc3C)n2)cc1,5,9,1,5,-7,1,5,22
CC(C)CCNC(=O)c1onc(CSc2ccccc2)c1C(=O)NCCC(C)C,-8,-11,-1,9,-5,-10,16,-12
Cc1ccc(S(=O)(=O)NCCNC(=O)CN2CCOCC2)cc1,1,8,1,-5,24,-3,-3,16
O=C(NC(c1ccccc1)c1ccccc1)N1CCOCC1,2,-2,6,-11,-2,-3,-1,20
COc1cc(/C=C/C(=O)CC(=O)/C=C/c2ccc(O)c(OC)c2)ccc1O,-81,7,66*,14,42,0,-12,-37
CCOC(=O)C(=CNc1nc(-c2ccccc2)c(C(=O)Nc2ccc(-c3ccccc3)cc2)s1)C(=O)OCC,27,-2,-21,-38,13,-1,-11,3
CC/C(=N\NC(=O)C1CC1)c1cccc(Cl)c1,-3,-3,2,-18,-5,-4,10,19
Brc1ccc(CNc2ccc3ncccc3c2)cc1,-9,-51,-2,-6,10,-5,33,-156
Cc1ccccc1NCc1nnc2n1CCCCC2,7,-10,11,-1,-13,2,-9,6

# Compounds from the list above with four or more nitrogen atoms:
SMILES,UBC13 inh,Jurkat NFkB inh,CCR6 antag,EBI2 block,Gli-Sufu block,SENP8 inh,Apaf-1 inh,697 NFkB inh
Cc1cc(CSC(=N)N)c(CSC(=N)N)cc1C,3,-23,22,-1,-3,-7,9,9
O=C(Nc1nc2c(s1)CCCC2)c1nn(Cc2ccccc2)c(=O)c2ccccc12,-8,11,3,27,7,-12,13,-23
CCC1CCCCN1C(=O)CSc1nc(N)cc(=O)[nH]1 (stereo not drawn),6,6,0,-13,3,-2,-7,6
Nn1c(-c2cccc([N+](=O)[O-])c2)nc2ccccc2c1=O,2,-4,8,7,-9,0,-2,8
CCNC(=O)N(C)C[C@H]1N[C@@](C)(C(=O)OC)[C@H]2C(=O)N(Cc3ccccc3)C(=O)[C@@H]12,3,-4,-7,-11,3,-8,-5,12
CC(C)n1c(/N=C/c2c[nH]c3ccccc23)nc2ccccc21,15,0,-12,8,-10,-10,13,7
O=C(CCNS(=O)(=O)c1ccc2c(c1)CCC(=O)N2)NCc1cccnc1,-10,-18,5,-3,-5,0,15,2
COCCn1c(=O)[nH]c2cc(C(=O)N3CCN(c4ccc(OC)cc4)CC3)ccc2c1=O,-8,-21,-4,-9,-7,-13,8,-14
Cc1c2cnn(CC(=O)NCc3ccccn3)c(=O)c2c(C)n1Cc1ccc(Cl)cc1,0,-3,7,10,5,-3,1,-8
COc1ccccc1NC(=O)c1ccc(-n2cccn2)nc1,3,-4,-11,7,0,5,-6,3
Cc1nnc(N2CCC(C(=O)NC3CCC(C)CC3)CC2)c2nn(-c3ccc(Cl)cc3)c(C)c12 (stereo not drawn),2,18,12,5,23,-3,33,-3
CN(C)c1nc(SCC(=O)Nc2ccc(Cl)c(Cl)c2)nc(N2CCOCC2)n1,-2,14,9,4,0,-4,21,3
COc1ccc(Br)cc1CNC(=O)C1CCN(c2nnc(N3CCCC3=O)s2)CC1,-2,-3,2,-5,-12,-3,9,0
COc1ccc(CC(NC(C)=O)C(=O)NC2CCN(S(=O)(=O)c3ccc(NC(C)=O)cc3)CC2)cc1 (stereo not drawn),2,-2,5,-3,-7,-6,2,10
Cc1ccccc1NCc1nnc2n1CCCCC2,7,-10,11,-1,-13,2,-9,6
